Screens from PubChem BioAssay.
NFkB transloc inh: blocks IL-1B driven NFkB nuclear translocation in HUVEC cells; AID 796; inhibition, % at 2 µM; hit rate 0.43% among 94,000; HUVEC IL-1B NFkB p65 nuclear translocation imaging;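 active = inhibition above about 30% together with a positive call from visual inspection of the well image, limit read from the data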;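 note: nuclear over cytoplasmic p65 intensity ratio measured by imaging; 0% = IL-1B stimulated DMSO wells and 100% = unstimulated DMSO wells; values of inactives mirror those of a sister screen read the other way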
MRP resist rev: reverses drug resistance mediated by MRP; H69AR cells + 2 uM doxorubicin, CellTiter-Glo, 72 h; differential viability (reversal), % at 10 µM; hit rate 0.04% among 85,000; AID 602;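 active = viability drop by adding the cancer drug above about 55%, with treated viability meeting a 40% cutoff, limit read from the data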;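 note: viability without doxorubicin minus viability with 2 µM doxorubicin for each compound; larger differential means the compound sensitizes cells more to doxorubicin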
PLAP inhibitors HTS: inhibition of human placental alkaline phosphatase – biochemical, luminescence, HTS (AID 690). purified PLAP, luminescent substrate; higher % means a stronger effect. inhibition, % at 20 µM; hits with a dose series show IC50 in µM. hit rate 0.08% among 96,000; in the data active = a potency from the dose series; inactive = the rest, 99 in 100 with inhibition below about 30%; note: strong numbers were not always called active
Bcl-B TR3 displacers: displacers of TR3 peptide from Bcl-B, primary screen, selectivity assay for Bfl-1 inhibitor project, biochemical, fluorescence polarization; AID 748; displacement, % at 20 µM, or IC50 in µM where a hit was titrated; FP displacement of FITC-TR3 peptide from Bcl-B; higher % means a stronger effect; hit rate 0.11% among 96,000;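 active = displacement above 50% at 20 µM plus a fluorescence interference ratio under 1.5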;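 note: plate controls were wells without compound for no effect and wells lacking Bcl-B protein for full effect; a part of the inactive calls stands beside numbers as strong as those of hits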
NFkB transloc pot: enhances IL-1B driven NFkB nuclear translocation | activation, % at 2 µM | HUVEC IL-1B NFkB p65 nuclear translocation imaging | AID 819 | hit rate 0.3% among 94,000;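 active = activation above 40%, about the mean plus 3 SD, also judged a hit on visual image review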;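 note: percent activation is computed from the nuclear over cytoplasmic p65 intensity ratio; values of inactives mirror those of a sister screen read the other way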
MRP resist rev cytotoxicity: also measured in MRP resist rev; calls as there; viability, %; H69AR cells, CellTiter-Glo, 72 h; measured here: cytotoxicity without doxorubicin
MRP resist rev with doxorubicin: further read-out of MRP resist rev, marked with its call; viability, %; measured here: viability with 2 uM doxorubicin; hits give low values
NFkB transloc inh cell count 2 µM: also measured in NFkB transloc inh; calls as there; cell count; measured here: cells passing quality filter;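 raw number of nuclei counted in each imaged well without normalization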
NFkB transloc pot cell count 2 µM: also measured in NFkB transloc pot; calls as there; cell count; measured here: cells passing quality filter
* marks the source's active call; other numbers are inactive results; x = no result given. An excerpt. The share of hits here may be higher or lower than overall.

structure	NFkB transloc inh cell count 2 µM	PLAP inhibitors HTS	NFkB transloc pot cell count 2 µM	Bcl-B TR3 displacers	MRP resist rev	MRP resist rev with doxorubicin	MRP resist rev cytotoxicity	NFkB transloc pot	NFkB transloc inh
O=C(O)c1ccc(-n2nnnc2Oc2cccc3cccnc23)cc1	102	6.4%	102	3.4%	3.9	101.4	105.3	5.7	-5.7
CN(CC(=O)Nc1ccccc1N1CCOCC1)S(=O)(=O)c1ccc(Cl)cc1	70	-3.4%	70	-3.6%	-3.8	83.8	80.0	-12.9	12.9
Cc1nn(C)cc1CNC(=O)c1cccc(Cl)c1	163	22.0%	163	3.4%	-3.5	106.8	103.3	16.6	-16.6
CCOc1ccccc1N1CCN(C(=O)c2cc(C)oc2C)CC1	x	-60.5%	x	-9.0%	-3.9	76.2	72.3	x	x
CC(Sc1nncs1)C(=O)NCc1ccc2c(c1)OCO2 (centres undefined)	192	-14.8%	192	-13.2%	17.3	84.0	101.3	1.0	-1.0
C(=N\n1cnnc1)/c1cccnc1	46	-2.9%	46	16.5%	0.1	95.6	95.7	4.4	-4.4
Clc1ccccc1CSc1nnc(/C=C/c2ccccc2)o1	155	4.7%	155	-6.3%	x	x	x	3.9	-3.9
Oc1ccc(-c2nc(-c3ccc(O)c(O)c3)cs2)cc1	x	36.1%	x	10.4%	-26.6	39.1	12.5	x	x
CN1CCN(CCCNC(=O)c2nnc(Cc3c(F)cccc3Cl)o2)CC1	138	22.2%	138	-8.6%	14.2	85.8	100.0	-7.6	7.6
CCS(=O)(=O)N1CCN(C(=O)CC(C)C)CC1	106	x	106	x	1.0	102.3	103.3	5.4	-5.4
COc1ccc(Cl)cc1Nc1nc(-c2sc(NC(=O)C(C)(C)C)nc2C)cs1	202	-4.9%	202	-33.7%	x	x	x	-15.0	15.0
c1ccc2c(c1)CCCN2Cc1nnnn1CC1CCCO1 (centres undefined)	173	0.2%	173	47.3%	12.5	83.0	95.5	-0.6	0.6
CCC(c1nnnn1Cc1ccc(F)cc1)N(CCCO)Cc1cc2cc3c(cc2[nH]c1=O)OCO3 (centres undefined)	172	-63.9%	172	-4.3%	-1.3	71.2	70.0	15.2	-15.3
CCOC(=O)CCCNC(=O)COC(=O)c1cccc(C)c1O	x	-3.7%	x	-9.4%	-11.0	102.2	91.3	x	x
Cc1ccc(CNC(=O)CCSCCC(=O)NCc2ccc(C)cc2)cc1	87	7.1%	87	-1.2%	5.3	95.9	101.2	8.6	-8.6
COCCn1c(=O)[nH]c2cc(C(=O)N3CCN(c4ccccc4OC)CC3)ccc2c1=O	148	-27.4%	148	-1.1%	3.4	75.7	79.1	11.3	-11.3
Cc1ccc(-c2nn3c(C)nnc3c3ccccc23)cc1S(=O)(=O)NC(C)c1ccccc1 (centres undefined)	181	-27.6%	181	1.0%	33.0	7.1	40.1	-12.7	12.7
Cc1cc(C)c2c(n1)nn1c(NCCCN3CCOCC3)cc(C)nc21	157	x	157	x	9.7	74.0	83.7	0.2	-0.2
Cc1cc(C(=O)NC(C)C)on1	123	5.7%	123	-4.0%	12.4	79.6	91.9	2.8	-2.8
CCC(=O)N(CC)c1nc(-c2cc(OC)ccc2OC)cs1	145	x	145	x	18.8	84.8	103.6	13.1	-13.1
Cc1cccc(NC(=O)Cn2c(=O)n(CCC(=O)NC3CCCC3)c(=O)c3ccccc32)c1	166	37.1%	166	6.5%	6.4	56.4	62.8	-4.0	4.0
COc1ccc(/C(O)=C2/C(=O)C(=O)N(CCN(C)C)C2c2ccccn2)cc1OC (centres undefined)	64	-42.0%	64	-3.9%	-10.2	109.3	99.1	2.7	-2.7
CC(C)CSc1nc2c(c(=O)[nH]c(=O)n2C)n1CC(O)COc1cccc2ccccc12 (centres undefined)	98	-56.1%	98	18.6%	0.0	32.1	32.2	2.3	-2.3
CC(C)(C)c1ccccc1OCCN1CCCC1	118	-19.8%	118	6.9%	8.4	86.5	94.9	10.4	-10.4
CC(C)=C1C2CCC1C1C(=O)N(NC(=O)COc3ccc(Cl)c(C)c3)C(=O)C21 (centres undefined)	199	-24.6%	199	15.5%	x	x	x	1.7	-1.7
Cc1cccc(N(CC(=O)Nc2ccc(-c3nc4ccc(C)cc4s3)cc2)S(C)(=O)=O)c1	163	16.6%	163	-6.3%	x	x	x	-4.0	4.0
Cc1ccc(C)c(C(=O)Cn2ncc(Cl)c(Cl)c2=O)c1	116*	-26.8%	116	-35.4%	0.7	-0.3	0.4	-43.3	43.3*
CCN(CC)Cc1cc2ccccc2c2c1COC2	161	-26.3%	161	-3.5%	5.1	82.1	87.2	2.8	-2.8
CN1CCN(CC(=O)Nc2ccc(OCc3ccccc3)cc2)CC1	153	-84.9%	153	-0.8%	x	x	x	19.9	-19.9
CCOc1ccc(C(CCc2ccccc2)NC(=O)c2ccc(OC)c(OC)c2)cc1OCC (centres undefined)	135	-120.8%	135	-4.9%	x	x	x	-8.4	8.4
O=C(NC1(C(F)(F)F)NC(=O)N(Cc2ccco2)C1=O)c1cccnc1 (centres undefined)	161	1.5%	161	-4.1%	9.5	90.0	99.5	-3.6	3.6
O=C(CN1CCCCC1)Nc1cccc([N+](=O)[O-])c1	136	5.0%	136	6.1%	x	x	x	2.7	-2.7
COc1ccc(/C=N/NC(=O)CCc2c(C)n[nH]c2C)cc1OC	60	-80.7%	60	5.0%	13.4	90.3	103.8	7.2	-7.2
CCOC(=O)c1cnc2c(Cl)cccc2c1NCCN(C)C	167	-7.5%	167	3.1%	-10.5	88.4	77.9	0.2	-0.2
O=C(Cc1ccc(-c2ccccc2)cc1)NCCN1CCOCC1	x	-64.7%	x	6.6%	12.7	81.2	93.9	x	x
CCCCS(=O)CC(O)COc1ccc(C(C)(C)C)cc1 (centres undefined)	157	-17.5%	157	15.5%	1.5	77.4	78.9	-1.8	1.8

Already shown: an excerpt of the list.
structure	NFkB transloc inh cell count 2 µM	PLAP inhibitors HTS	NFkB transloc pot cell count 2 µM	Bcl-B TR3 displacers	MRP resist rev	MRP resist rev with doxorubicin	MRP resist rev cytotoxicity	NFkB transloc pot	NFkB transloc inh
Cc1ccc(C)c(C(=O)Cn2ncc(Cl)c(Cl)c2=O)c1	116*	-26.8%	116	-35.4%	0.7	-0.3	0.4	-43.3	43.3*
CCN(CC)Cc1cc2ccccc2c2c1COC2	161	-26.3%	161	-3.5%	5.1	82.1	87.2	2.8	-2.8

The list goes on.
structure	NFkB transloc inh cell count 2 µM	PLAP inhibitors HTS	NFkB transloc pot cell count 2 µM	Bcl-B TR3 displacers	MRP resist rev	MRP resist rev with doxorubicin	MRP resist rev cytotoxicity	NFkB transloc pot	NFkB transloc inh
O=C(O)c1ccc(NCc2cccnc2)cc1	182	18.0%	182	0.2%	-6.5	97.8	91.3	-0.1	0.1
Cc1c(C(=O)Nc2cccc(Cl)c2)oc2ccc(S(=O)(=O)N3CCC4(CC3)OCCO4)cc12	130	-8.2%	130	-21.1%	-39.8	53.1	13.3	-16.2	16.2
O=C(Nc1nc(-c2ccc3c(c2)OCO3)cs1)C1CC1	x	6.4%	x	-0.7%	19.4	79.0	98.5	x	x
COc1ccccc1-n1c(C)nnc1SCC(=O)NCc1ccccc1	135	x	135	x	-5.0	102.0	97.0	15.2	-15.2
CCOc1cc2[nH]c(=S)n(CCC(=O)NCc3ccc(OC)cc3)c(=O)c2cc1OCC	112	-54.3%	112	-10.8%	x	x	x	-9.8	9.8
COC(=O)c1c(NC(=O)c2ccccc2)sc(C(=O)c2ccccc2)c1C	172	-8.8%	172	-7.9%	x	x	x	2.7	-2.7
O=C(CSc1nnnn1-c1cccc2ccccc12)Nc1ccc(N2CCOCC2)c(Cl)c1	151	16.5%	151	-7.4%	-12.9	65.2	52.3	11.8	-11.8
O=C(NCc1ccc(F)cc1)c1noc2c1CCCCC2	x	18.7%	x	0.2%	3.4	99.0	102.4	x	x
Cc1nonc1OCCn1nnnc1N	121	0.7%	121	-3.8%	10.8	77.7	88.4	-6.0	6.0
CCN(CC)S(=O)(=O)c1ccc(C(=O)Nc2cccc(C)c2)cc1	143	-7.7%	143	-0.1%	x	x	x	-6.1	6.1
CCc1ccccc1NC(=O)Cn1nc(C(F)(F)F)cc1C1CC1	199	1.3%	199	1.8%	x	x	x	-3.0	3.0
CCn1c(=O)c(C(=O)Nc2ccccc2S(N)(=O)=O)c(O)c2ccccc21	200	-7.8%	200	-1.6%	-1.9	91.5	89.6	-5.8	5.8
Cc1nnc(SCc2nnc(-c3ccc(Cl)cc3)o2)n1-c1ccccc1	x	-94.0%	x	-21.2%	-2.7	75.7	73.0	x	x
OC1CCN(c2c3c(nc4cc(-c5ccc(Cl)cc5)nn24)CCC3)CC1	125	x	125	x	0.6	54.6	55.2	1.4	-1.4
COc1ccc(CC(=O)N2N=C(C)CC2(O)c2cccnc2)cc1 (centres undefined)	160	-114.9%	160	2.4%	x	x	x	1.4	-1.4
N=c1n(CCN2CCCC2)c2ccccc2n1CC(O)c1ccco1 (centres undefined)	186	-22.3%	186	21.7%	2.8	81.3	84.1	0.6	-0.6
O=C(O)c1cccc(NC(=O)C23CC4CC(C2)CC(n2cnc(Cl)n2)(C4)C3)c1	191	-24.1%	191	-3.0%	-4.1	105.9	101.8	20.4	-20.4
COc1ccc(NC(=O)C(c2ccccc2)N(C)C(=O)c2cnccn2)cc1 (centres undefined)	x	-29.3%	x	-8.4%	8.3	98.9	107.2	x	x
Cc1ccc(S(=O)(=O)N2CCN=C2c2ccccc2)cc1C	115	x	115	x	4.2	95.1	99.3	9.9	-9.9
CCCn1nnnc1SCC(=O)N1CCCC1	164	1.3%	164	0.3%	5.5	92.0	97.4	1.6	-1.6
COc1cc(C)c(Cl)cc1S(=O)(=O)NCC1CCCO1 (centres undefined)	109	-11.5%	109	-3.8%	4.2	85.8	89.9	-8.9	8.9
O=C(NC1CCCC1)C(c1ccc(F)cc1)N(C(=O)Cc1cccs1)c1ccc2c(c1)OCCO2 (centres undefined)	121	-10.4%	121	7.8%	x	x	x	-7.1	7.1
O=C(CSc1nnc2ncccn12)N1CCCCCC1	135	16.3%	135	-2.8%	-16.2	108.7	92.5	-8.6	8.6
CCOC(=O)c1cccc(NC(=O)CN(c2ccc(C)cc2)S(=O)(=O)c2c(C)noc2C)c1	173	7.5%	173	-6.8%	-39.7	63.8	24.0	2.7	-2.7
COc1ccc(C2CC(C(F)(F)F)n3nc(C(=O)O)c(Cl)c3N2)cc1OC (centres undefined)	194	-23.4%	194	1.2%	-13.4	112.4	99.0	7.2	-7.2
O=C(Nc1ccc2c(c1)OCCO2)N1CCN(c2ccc(F)cc2)CC1	128	10.6%	128	-0.9%	x	x	x	9.1	-9.1
CCCCC(=O)NC1=NC(=O)C(C)(C)S1	138	13.5%	138	-8.0%	-14.4	101.3	86.9	26.5	-26.5
CCn1nc(C)cc1-c1n[nH]c(=S)n1N	166	11.9%	166	5.7%	x	x	x	6.4	-6.4
O=C(Nc1ccc(N2CCOCC2)cc1)Nc1ccc(Cl)c(Cl)c1	159	-3.9%	159	-11.1%	-18.3	82.7	64.4	4.3	-4.3
O=C(COc1ccc(Br)cc1Br)NC(=S)N1CCCc2ccccc21	164	-27.9%	164	-21.1%	x	x	x	15.4	-15.4
Cc1nnc2c3ccccc3c(-c3ccccc3)nn12	173	x	173	x	24.7	31.9	56.6	20.4	-20.4
Cc1nnc(NC(=O)CSc2nccn2C)s1	131	x	131	x	1.4	91.5	93.0	-1.4	1.4
Cc1cc(OCC(=O)N2CCc3ccccc3C2)c2c(-c3ccccc3)cc(=O)oc2c1	199	-71.8%	199	-9.2%	-11.5	61.9	50.3	23.1	-23.1
O=S(=O)(CC(O)COc1ccccc1Cl)c1ccccc1 (centres undefined)	144	3.4%	144	-6.3%	x	x	x	-2.0	2.0
